Cl transport mod – KCC2 cotransporter modulators, thallium flux, primary screen, cell-based, HEK293 KCC2, FluoZin-2 fluorescence, MLSMR. B-score of Tl+ flux slope (higher = more flux/activation; lower = inhibition) at 10 µM. Solute carrier family 12 member 5 (Homo sapiens), Q9H2X9. 190,000 tested, 2.2% active. KCC2 cells, thallium flux FluoZin-2 fluorescence;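 active = thallium flux slope and its plate-corrected score both differing from the plate sample mean at a set confidence after two filtering rounds, in either direction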;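 note: slope of fluorescence scaled to starting intensity during 10 to 20 s after thallium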
PERK inhibitor – block of dimerizer-induced PERK translation repression, primary screen, PERK inhibitor project, CHO PERK-DD cells, SEAP luminescence, HTS. Eukaryotic translation initiation factor 2-alpha kinase 3 (Homo sapiens), Q9NZJ5. AID 1416, 2008. CHO PERK-DD fusion, SEAP luminescence translation reporter. 220,000 tested, 0.17% active. inhibition, % at 5.6 µM;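 active = inhibition above the mean inhibition of all tested compounds plus 3 SD, set separately per screening campaign, cut at about 2.9% in these data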;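 note: PERK kinase domain activated by AP20187 dimerizer at 100 nM; 0% = DMSO with dimerizer and 100% = rapamycin at 8.4 µM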
m-calpain inh – inhibitors of pig calpain II, primary screen, biochemical, fluorogenic peptide substrate, 1536-well | purified calpain II, 30 min | inhibition, % at 16 µM | 220,000 tested, 0.37% active | AID 1236, 2008;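 active = inhibition above about 50%, limit read from the data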
FXIa inh – human FXIa protease inhibitors, primary screen, biochemical, 1536-well; purified FXIa, Boc-Glu-Ala-Arg-AMC fluorogenic substrate; inhibition, % at 5 µM; 220,000 tested, 0.14% active; Coagulation factor XI (Homo sapiens), P03951;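 active = inhibition of at least 40%; inactive = inhibition below 40%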;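 note: fluorescence of freed AMC excited at 355 nm; 0% = enzyme without compound and 100% = no enzyme blank; many of its hits are not listed in these tables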
Target sequence (P03951 19-387 limits assumed): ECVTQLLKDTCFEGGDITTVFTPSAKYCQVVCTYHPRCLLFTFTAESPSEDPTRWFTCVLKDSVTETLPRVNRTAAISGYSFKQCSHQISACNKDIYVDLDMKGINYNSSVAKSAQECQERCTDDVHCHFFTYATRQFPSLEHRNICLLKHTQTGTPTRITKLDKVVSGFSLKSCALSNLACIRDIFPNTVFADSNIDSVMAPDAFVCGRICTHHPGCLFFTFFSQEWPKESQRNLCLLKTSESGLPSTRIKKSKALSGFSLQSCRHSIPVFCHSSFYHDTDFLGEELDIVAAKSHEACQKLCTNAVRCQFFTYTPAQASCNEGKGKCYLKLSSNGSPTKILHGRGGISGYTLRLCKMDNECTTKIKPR
Target sequence (P03951 388-625 limits assumed): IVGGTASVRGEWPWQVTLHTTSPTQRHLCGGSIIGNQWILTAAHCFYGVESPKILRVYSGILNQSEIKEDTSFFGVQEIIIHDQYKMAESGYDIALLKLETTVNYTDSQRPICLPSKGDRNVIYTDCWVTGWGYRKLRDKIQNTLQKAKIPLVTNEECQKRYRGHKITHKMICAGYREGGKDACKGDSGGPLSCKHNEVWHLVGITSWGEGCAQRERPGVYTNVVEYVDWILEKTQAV
Furin inhibitor – human furin inhibitors, primary screen, biochemical, fluorescence intensity; 220,000 tested, 0.061% active; purified furin, fluorogenic substrate cleavage; inhibition, % at 30 µM; P09958; in the data active = inhibition above about 25%; note: inactives centre near -15
FXIIa inh – human FXIIa protease inhibitors, primary screen, biochemical, 1536-well | Coagulation factor XII (Homo sapiens), P00748 | purified FXIIa, Boc-QGR-AMC fluorogenic substrate, 2 h | inhibition, % at 5 µM | 220,000 tested, 0.3% active | AID 800, 2007; in the data active = inhibition above about 40%;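 note: 0% = enzyme with no compound and 100% = blank without enzyme; many of its hits are not listed in these tables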
hK5 inh – human KLK5 protease inhibitors, primary screen, biochemical, 1536-well; 210,000 tested, 0.59% active; AID 873, 2007; inhibition, % at 5 µM; recombinant hK5, fluorogenic AMC substrate cleavage;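 active = inhibition of 40% or more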;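 note: 0% = enzyme controls without compound and 100% = no-enzyme blanks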
Target sequence (Q9Y337 67-293 limits assumed): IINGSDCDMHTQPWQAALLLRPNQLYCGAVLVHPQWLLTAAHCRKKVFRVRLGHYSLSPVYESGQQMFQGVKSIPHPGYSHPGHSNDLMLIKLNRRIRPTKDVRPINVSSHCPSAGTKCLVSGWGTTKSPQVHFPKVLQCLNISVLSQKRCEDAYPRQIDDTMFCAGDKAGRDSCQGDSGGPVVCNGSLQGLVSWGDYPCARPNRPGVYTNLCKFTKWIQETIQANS
Rad51 HR inh – human RAD51 strand exchange inhibitors, primary screen, biochemical, fluorescence | 200,000 tested, 0.085% active | AID 1385, 2008 | inhibition, % at 10 µM | hRad51 DNA strand exchange, fluorescence dequenching;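 active = inhibition above 40% at the single screening dose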;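 note: 0% = DMSO control wells and 100% = blanks with heterologous ssDNA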
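System: hRad51 filaments on single-stranded DNA; reagent: Fluorescein- and BHQ1-tagged 47-mer duplex; compound dosing: one concentration, 10 µM final; timing: filaments 15 min 37 °C, then compound 30 min; measured by: fluorescein emission 520 nm, excitation 485 nm; benchmarks: per-plate controls and blanks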
Thrombin inh – human alpha-thrombin inhibitors, primary screen, counter-screen for coagulation protease inhibitor project, biochemical, 1536-well, fluorogenic AMC substrate | Prothrombin (Homo sapiens), P00734 | Boc-VPR-AMC fluorogenic substrate cleavage | inhibition, % at 5 µM | 220,000 tested, 0.26% active;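 active = inhibition at or above 40%; inactive = inhibition below 40%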;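 note: 0% = enzyme with no compound and 100% = wells without enzyme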
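Test system: human alpha-thrombin; medium: pH 7.5 Tris-saline with Tween 20; times: reaction at room temperature; signal: AMC fluorescence at 355 nm excitation and 460 nm emission; also added: Boc-VPR-AMC substrate, 15 µM final; dosing: one concentration per compound, 5 µM, with 0.2% DMSO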
An asterisk follows results filed as active; i = inactive; · = no result given; [ ] = dose if it differs, or a comment.

SMILES	Cl transport mod	PERK inhibitor	m-calpain inh	FXIa inh	Furin inhibitor	FXIIa inh	hK5 inh	Rad51 HR inh	Thrombin inh
O=C(CSCC(=O)Nc1ccc2ccccc2c1)NCc1ccccc1	-1.1	0.7	21	1	-13[20 µM]	-2	-4	-12	-1
N/C(Cc1nc(-c2ccc(Br)cc2)cs1)=N\O	0.26	1.4	12	-5	-18	0	-16	-6	-1
Cc1cc(/C=N/NC(N)=O)c(C)n1C1CCCCC1	-0.08	0.4	3	0	-14	6	-4	22	1
COc1c(Br)cc(Br)cc1C(=O)O	0.62	-1.0	-5	-7	-16	-10	5	-3	-4
Cc1nnc(SCC(=O)NC(=O)NC2CCCC2)n1N	0.79	0.9	-32	2	-19[20 µM]	9	24	0	-1
Cc1ccc(S(=O)(=O)N2CCCCC2)cc1NS(=O)(=O)c1cccc(C(=O)O)c1	0.14	0.7	22	-1	-13	4	-1	3	-6
Cc1ccc(C2C3=C(CC(C)(C)CC3=O)Nc3[nH]c(=S)[nH]c(=O)c32)cc1 (centres undefined)	·	·	37	0	·	10	-33	2	-6
CCOC(=O)c1oc2cc(O)ccc2c(=O)c1-c1csc(C)n1	0.67	1.2	-3	14	-25	17	1	-6	-2
COc1cccc(NC(=O)Cc2ccc(C)cc2)c1	·	1.0	-12	-2	-18[20 µM]	-1	-15	3	-12
COc1cc(/C=C(/NC(=O)c2ccc(Cl)cc2Cl)C(=O)O)cc(OC)c1OC	-0.19	1.2	-3	14	-15	14	-7	13	2
O=C(NC(NNc1ccc([N+](=O)[O-])cc1)(C(F)(F)F)C(F)(F)F)c1ccc(Cl)cc1	-0.41	-0.3	33	-4	5[20 µM]	10	-1	-5	-2
O=C(c1cccc([N+](=O)[O-])c1)N1CCCC(C(=O)N2CCCCC2)C1 (centres undefined)	-0.027	0.2	-12	1	-21	6	2	·	-8
CCOC(=O)CC1=CSC2=NS(=O)(=O)CCN12	0.74	1.7	-11	-2	-19	12	-20	2	-2
Oc1c(Cl)cc(Cl)cc1/C=N/Nc1ncc(Br)cn1	0.13	0.6	1	4	-6	8	-16	-2	·
O=C(COC(=O)COc1ccccc1[N+](=O)[O-])Nc1ccccc1Br	-0.52	0.0	-6	-4	-1	1	-5	2	3
CCOc1c(OC(C)=O)ccc(/C=C2\N=C(SCC)SC2=O)c1[N+](=O)[O-]	0.092	0.2	-7	3	-13	20	-1	-3	0
COc1cc(C(N)=O)cc(Cl)c1OCc1ccccc1	0.039	-0.5	3	6	-14	14	-8	12	-9
Fc1cccc(F)c1/C=C/c1ccc2ccccc2n1	-0.079	-0.1	22	-3	-6	5	-1	-5	-4
Cc1nn(-c2ccccc2)cc1C(=S)Nc1ccccc1	-0.78	-0.1	-1	-1	-4	8	-7	·	-6
COc1cc(C(C(=O)NC2CCCCC2)N(C(=O)Cc2c[nH]c3ccccc23)c2ccccc2C)cc(OC)c1OC (centres undefined)	-0.13	0.1	-68	4	-20	7	-6	4	-17
O=C(O)CC(CCc1ccccc1)OC1OC(CO)C(O)C(O)C1O (centres undefined)	-0.47	·	-23	2	-38	4	-6	18	2
Cc1nc2ccccc2c(=O)n1CCCN1CCOCC1	0.37	0.6	-19	1	-22	12	0	7	-2
CC(C)(C)c1ccc(C(=O)N2CCC(C(=O)NCc3ccco3)CC2)cc1	0.7	-0.5	-14	6	-8[20 µM]	11	-10	5	3
COc1ccc2c(=O)c(-c3nc(C)cs3)coc2c1	-1.2	-0.5	-37	-5	-12[20 µM]	4	1	-5	-3
Cn1c(=O)c2c(nc(SCC(=O)NCC3CCCO3)n2C)n(C)c1=O (centres undefined)	·	0.0	6	8	-15	13	1	-10	-2
Cc1ccccc1C(=O)NC(CC(C)C)C(=O)Nc1cccc(S(=O)(=O)N(C)C)c1 (centres undefined)	-0.3	1.4	-39	6	-32	4	-6	17	1
Cc1ccc2ncccc2c1[N+](=O)[O-]	1.5	0.3	19	1	-10	6	-1	·	0
CCN(CC(=O)NC(=O)NCc1ccco1)Cc1nc2ccccc2c(=O)[nH]1	-0.35	-0.8	-152	2	-17[20 µM]	1	-218	-1	-9
CCc1cccc(NC(=O)CN(C)S(=O)(=O)c2cccs2)c1	-0.56	0.6	-32	-3	-27	1	-3	14	7
O=C(CSc1nc2ccccc2n1CC(=O)N1CCCC1)NCc1ccc2c(c1)OCO2	0.31	-1.0	-2	6	-25	24	-3	1	5
CCCc1cc(SCC(=O)Nc2c(C)n(C)n(-c3ccccc3)c2=O)n2c(nc3ccccc32)c1C#N	·	-0.7	i	5	0[20 µM]	11	-12	-21	2
COc1ccc(CCNc2ncnc3c2oc2ccccc23)cc1OC	·	-1.1	-19	4	-20	24	-16	-4	-1
O=C(Cc1ccc([N+](=O)[O-])cc1)Nc1ccc(Cl)cc1	1.5	0.2	-72	-3	-25	4	2	-18	-17
Nc1c(Cl)cc(Cl)cc1C(=O)OCC(=O)N1CCCC1	-0.41	-0.3	i	-9	-45[20 µM]	-1	-125	0	-4
O=C(Cn1cc(C(F)(F)F)ccc1=O)N/N=C/c1ccc(Cl)c(Cl)c1	-0.035	0.0	-4	-5	-17	4	-3	-12	-8
O=C(NC(=S)NN1CCCCC1c1cccnc1)c1ccc(Br)cc1 (centres undefined)	65*	1.0	-5	4	-30	3	1	13	-7
Cc1n[nH]c(=S)n1/N=C/c1ccccc1OCc1ccc(Cl)cc1Cl	0	1.1	-5	5	5	9	-16	6	-2
O=C(NCc1ccccc1)C1c2ccccc2Oc2ccccc21	·	-0.2	7	1	-31	9	-9	·	2
COc1ccc(Cl)cc1NC(=O)/C=C\C(=O)O	0.015	0.4	-18	1	-10[20 µM]	15	-9	4	0
Fc1ccc(Cl)cc1/C=N/n1cnnc1SCc1ccccc1	-0.6	0.9	-28	6	-10[20 µM]	6	-2	-2	3
CC(C)Cc1ccc(C(C)C(=N)N)cc1 (centres undefined)	0.74	-0.6	-1	1	-11	5	2	4	0
COc1ccc(CCNC(=O)c2cc(-c3ccccc3)on2)cc1OC	0.81	-0.8	-9	-5	-23[20 µM]	13	-27	2	0
Clc1ccc(Nc2ncnc3c2nnn3Cc2ccccc2)cc1	0.12	1.2	-36	1	-23	4	-9	16	-8
CS(=O)(=O)c1ccc2nc(NC(=O)Oc3ccccc3)sc2c1	-1.8	0.1	12	0	-28	8	2	-1	-3
CN(CC(O)COc1c(F)cc(Br)cc1F)C1CCCCC1 (centres undefined)	-0.47	-0.3	19	7	-18	9	-10	13	-4
COC(=O)c1ccc(CN2C(=O)NC3(CCC(C)CC3)C2=O)o1 (centres undefined)	·	1.1	-15	1	-18	14	-9	-1	3
COc1ccc(/C=N/NC(=O)CCCOc2ccc(Cl)cc2Cl)cc1[N+](=O)[O-]	0.49	1.1	-32	4	-11[20 µM]	15	-16	·	4
COCCn1c(SCc2ccccc2F)nc2ccccc2c1=O	0.85	-0.1	51*	5	-16	5	3	8	-1
COc1ccc(OC)c(S(=O)(=O)N2CCC(C(=O)NCc3ccccc3OC)CC2)c1	0.021	-0.1	5	-11	-39[20 µM]	-9	1	21	-5
CCOC(=O)c1cnc(-c2cccc(OC)c2)[nH]c1=O	·	1.8	-40	3	-7[20 µM]	17	4	1	-3
(next part)
SMILES	Cl transport mod	PERK inhibitor	m-calpain inh	FXIa inh	Furin inhibitor	FXIIa inh	hK5 inh	Rad51 HR inh	Thrombin inh
COc1ccc([N+](=O)[O-])c(OC)c1C(=O)Nc1ccc(F)cc1F	0.22	-1.1	-8	5	-12	12	2	24	2
CCCNc1ccc(S(=O)(=O)N(C(C)C)C(C)C)cn1	-0.34	0.2	0	9	-9	2	0	2	-2
Cc1nc2cc(NC(=O)N3CCCC3)ccc2n1C	1.1	0.9	-23	-2	-32	6	-2	-2	-5
CCC(=O)N1N=C(c2cccc(NS(C)(=O)=O)c2)CC1c1cccs1 (centres undefined)	-0.11	-0.1	-11	1	-43	4	-9	6	-4
COc1cc(S(=O)(=O)Nc2ccc(C)cc2)ccc1N=Cc1c(C)[nH]n(-c2ccccc2)c1=O	-0.39	0.3	-33	7	-5	7	-14	5	-7
CN1N=C(C(C)(C)C)CC1=O	1.9	3.4*	-21	13	-37	8	3	16	2
O=C(Cc1cccs1)Nc1ccc2c(c1)C(=O)OC2	0.32	0.7	0	-1	-10[20 µM]	16	-10	2	0
COc1ccc(CN(C)c2nc(-c3cccnc3)nc3ccccc23)cc1OC	·	0.0	7	-3	-17	1	-4	4	-6
CCn1cc(/C=N\NC(=O)c2cc(-c3ccccc3OC)nc3ccccc23)c(C)n1	-1.3	-1.5	12	-8	-8	-4	-3	·	-2
CC1(C)CC(=O)C(C=Nc2ccccc2Sc2ccccc2)=C(O)C1	·	-1.0	9	1	-13[20 µM]	2	44*	-9	8

Already shown: 5 of the compounds above.
SMILES	Cl transport mod	PERK inhibitor	m-calpain inh	FXIa inh	Furin inhibitor	FXIIa inh	hK5 inh	Rad51 HR inh	Thrombin inh
COc1cc(C(C(=O)NC2CCCCC2)N(C(=O)Cc2c[nH]c3ccccc23)c2ccccc2C)cc(OC)c1OC (centres undefined)	-0.13	0.1	-68	4	-20	7	-6	4	-17
O=C(O)CC(CCc1ccccc1)OC1OC(CO)C(O)C(O)C1O (centres undefined)	-0.47	·	-23	2	-38	4	-6	18	2
Cc1nc2ccccc2c(=O)n1CCCN1CCOCC1	0.37	0.6	-19	1	-22	12	0	7	-2
CC(C)(C)c1ccc(C(=O)N2CCC(C(=O)NCc3ccco3)CC2)cc1	0.7	-0.5	-14	6	-8[20 µM]	11	-10	5	3
COc1ccc2c(=O)c(-c3nc(C)cs3)coc2c1	-1.2	-0.5	-37	-5	-12[20 µM]	4	1	-5	-3

Later entries
SMILES	Cl transport mod	PERK inhibitor	m-calpain inh	FXIa inh	Furin inhibitor	FXIIa inh	hK5 inh	Rad51 HR inh	Thrombin inh
CCCCc1c(O)nc(SCCN(C)C)n(-c2ccccc2)c1=O	-0.29	0.4	-4	7	-25	17	-5	1	0
N#Cc1ccc(OCCOCCNC2CCCC2)cc1	-0.91	0.3	-1	7	-25	9	10	-32	3
O=c1nc(Nc2cccc(Cl)c2)oc2cc(Cl)oc(=O)c12	-4.5*	0.4	-7	2	-20	18	2	-10	2
CCC(c1nc2ccccc2c(=O)n1-c1cccnc1)N1C(=O)c2ccccc2C1=O (centres undefined)	0.35	-1.0	5	4	-13[20 µM]	9	-19	-1	-5
O=C(NNC(=O)c1nn(-c2ccc(F)cc2)ccc1=O)c1ccc(Cl)cc1	1.2	2.3	-3	15	-21	9	2	8	6
O=C(O)c1c2c(nc3ccc(Cl)cc13)CCC2	0.55	-0.4	1	-4	-10	4	-5	·	-8
Cc1ccc(C(=O)Nc2ccc(CN3CCS(=O)(=O)CC3)cc2)cc1C	-0.51	0.0	10	-8	-8	7	2	-5	1
CC1=C(C)C(c2ccccc2)NC(=S)N1 (centres undefined)	0.22	0.7	8	5	-14	7	-11	5	-9

Only part of the results is shown; the hit share may differ from the screen's.
